Bioassay records as filed in PubChem BioAssay.
Giardia kill = Small Molecules that selectively kill Giardia lamblia: qHTS. Giardia lamblia trophozoite viability. activity change, % at 7.66 µM, hits read low. actives 0.15% (n = 340,000). AID 540267, 2011; in the data active = activity change below about -80%; inconclusive = between about -30% and that limit;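 note: parasites exposed to compound for two days anaerobically before the ATP read; % is set by controls: 0 for no effect and ±100 for the full control effect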
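ATP-content bioluminescence gauges trophozoite survival. Cells (100/well) receive compound and incubate anaerobically for 48 hrs at 37 deg C; detection reagent follows for 15-30 min at room temperature.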
NPC1 prom act = qHTS Assay for NPC1 Promoter Activators | Huh7 NPC1 promoter luciferase reporter, 24 h | Potency, µM (titrated, usually from 9.22 µM), for inactives: at the highest dose activation, hits mostly activators | actives 2.4% (n = 320,000) | AID 485313, 2010;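 note: potency is the fitted concentration of half-maximal effect; % of control where 0% means no effect; nearly all actives have a fitted effect of over 60% in size; reporter is driven by a mutant NPC1 promoter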
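Luminescence read-out of NPC1 promoter-driven luciferase in stably transfected Huh7 cells; compounds delivered in DMSO and left 24 h at 37C, 5% CO2, qHTS titration format.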
KCNH2 3.1 block = qHTS for Inhibitors of KCHN2 3.1: Mutant qHTS; Potassium voltage-gated channel subfamily H member 2, brain isoform KCNH2 3.1 (human); U2OS KCNH2 3.1, thallium flux FluxOr; stronger effect = lower value; activity change, % (tested at about 1.8 µM); actives 0.95% (n = 340,000);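 active = maximum activity change below -70%; inconclusive = maximum activity change from -70% to -50%; inactive = maximum activity change above -50%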;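 note: thallium influx rate constant from kinetic fluorescence after stimulation buffer; % is set by controls: 0 for no effect and ±100 for the full control effect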
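Steps: virus added to U2OS suspension (4 h, RT, dark); medium with 10% FBS added, cells plated, 37 C overnight; FluxOr/Red40 loading buffer 45 min RT; stimulation buffer, 2 min kinetic read; rate constant normalized.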
uPA generation = qHTS for Inhibitors of Cell Surface uPA Generation. actives 0.31% (n = 330,000). cell surface uPA generation assay, qHTS. Potency, µM (titrated, usually from 38.3 µM), for inactives: at the top dose activity change, negative = inhibition, usual class: inhibitors. AID 540303, 2011; active = well fitted inhibition curve with a large enough effect; inconclusive = small, poorly fitted or top-dose-only effect; inactive = no such curve, though single readings can be large or run the other way; tested in mouse RAW 264.7 cells; note: potency is the fitted concentration of half-maximal effect; % is set by controls: 0 for no effect and ±100 for the full control effect; nearly all actives have a fitted effect of over 55% in size
Rab9 prom act = qHTS Assay for Rab9 Promoter Activators; Huh7 Rab9 promoter-luciferase reporter, luminescence, 24 h; actives 2.8% (n = 320,000); Potency, µM (top dose mostly 9.22 µM), for the others: top-dose activation, negative = inhibition, usual class: activators; note: potency is the fitted concentration of half-maximal effect; % of control where 0% means no effect; nearly all actives have a fitted effect of over 60% in size
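Luciferase signal after 10 min detection reagent at ambient indicates Rab9 promoter upregulation; stably transfected Huh7 cells were treated 24 h with compound in DMSO at 37 °C, 5% CO2.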
FBPA coupling cs = qHTS Assay for Inhibitors of Fructose-1,6-bisphosphate Aldolase from Giardia Lamblia: Coupling assay counterscreen | coupling enzyme system counterscreen, AmpLite Red fluorescence | activity change, negative = inhibition, % at 58.2 µM, hits read low | actives 0.67% (n = 290,000) | AID 2472, 2010; in the data active = activity change below about -30%; note: % is set by controls: 0 for no effect and ±100 for the full control effect
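Counterscreen of the coupled detection system alone, without aldolase: glyceraldehyde-3-phosphate coupling enzymes plus AmpLite Red readout. Compounds at 57.5 uM final, 10 min RT preincubation, 20 min RT reaction, fluorescence 525/598 nm.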
FLuc modulator = qHTS profiling assay for firefly luciferase inhibitor/activator using purifed enzyme and Km concentrations of substrates (counterscreen for miR-21 project). Luciferin 4-monooxygenase (Photinus pyralis), P08659. purified FLuc, Km substrates, luminescence inhibition. Potency, µM (titrated, usually from 57.5 µM), inactives show at the top dose activity change, negative = inhibition, hits mostly inhibitors. actives 6.9% (n = 360,000);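 note: potency is the fitted concentration of half-maximal effect; plate controls were vehicle for no effect and reference inhibitor for full effect; nearly all actives have a fitted effect of over 55% in size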
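Purified P. pyralis luciferase, 10 nM final, with Km-level 10 uM D-luciferin and 10 uM ATP in 50 mM Tris acetate pH 7.5, 10 mM Mg acetate, 0.01% Tween-20, 0.05% BSA; 6-point qHTS titration about 60 µM downward; luminescence read.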
Tb PFK inh = qHTS Assay to Find Inhibitors of T. brucei phosphofructokinase | ATP-dependent 6-phosphofructokinase (Trypanosoma brucei brucei), O15648 | T. brucei PFK, ADP-Glo luminescence | Potency, µM (doses to about 57.5 µM), without a hit: top-dose activity, negative = inhibition, actives largely listed as inhibitors | actives 0.17% (n = 330,000);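 note: potency is the fitted concentration of half-maximal effect; 0% = uninhibited 1x PFK enzyme wells and -100% = no-enzyme wells; nearly all actives have a fitted effect of over 60% in size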
Target sequence (O15648 whole entry, looked up): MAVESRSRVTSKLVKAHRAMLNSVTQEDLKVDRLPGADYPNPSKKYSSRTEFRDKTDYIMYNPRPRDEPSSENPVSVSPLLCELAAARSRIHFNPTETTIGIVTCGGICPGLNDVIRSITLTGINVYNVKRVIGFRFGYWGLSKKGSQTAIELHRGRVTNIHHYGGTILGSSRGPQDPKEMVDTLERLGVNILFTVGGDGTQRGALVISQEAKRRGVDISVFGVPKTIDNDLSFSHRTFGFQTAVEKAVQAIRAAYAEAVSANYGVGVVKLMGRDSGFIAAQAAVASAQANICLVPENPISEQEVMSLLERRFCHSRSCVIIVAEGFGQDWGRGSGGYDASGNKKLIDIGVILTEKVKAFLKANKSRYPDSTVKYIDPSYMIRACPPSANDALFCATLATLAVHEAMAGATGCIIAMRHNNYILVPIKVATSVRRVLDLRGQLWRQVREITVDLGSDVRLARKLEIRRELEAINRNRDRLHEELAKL
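Luminescent ADP detection (ADP-Glo, two-step: ATP depletion then ADP-to-ATP conversion for luciferase) reported PFK activity after 45 min room-temperature reaction of 1.25 nM enzyme with 0.5 mM F6P and 0.1 mM ATP at pH 8.0.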
VP16 counter = VP16 counterscreen qHTS for inhibitors of ROR gamma transcriptional activity; AID 2546, 2010; actives 3.5% (n = 310,000); Drosophila S2 Gal4-VP16 UAS-luciferase, luminescence, 20 h; Potency, µM (highest dose often 53.6 µM), inactives show at the top dose activity, negative = inhibition, actives largely listed as inhibitors;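 note: Gal4-VP16 expression switched on by copper sulfate through the metallothionein promoter; potency is the fitted concentration of half-maximal effect; % is set by controls: 0 for no effect and ±100 for the full control effect; nearly all actives have a fitted effect of over 50% in size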
ELG1 genotoxic = qHTS screen for small molecules that induce genotoxicity in human embryonic kidney (HEK293T) cells expressing luciferase-tagged ELG1 | Potency, µM (doses to about 46 µM), inactives show at the top dose activity change, positive = activation, actives largely listed as activators | actives 1.3% (n = 330,000) | HEK293T ELG1-luciferase reporter, luminescence, 16 h; note: potency is the fitted concentration of half-maximal effect; % of control where 0% means no effect; nearly all actives have a fitted effect of over 60% in size
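Screening used a luciferase reporter fused to human ELG1 in HEK293T cells. Luminescence was read on a CCD plate imager after 16 hr exposure and 30 min ONE-Glo incubation.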
RORgamma inh = qHTS for inhibitors of ROR gamma transcriptional activity; Drosophila S2 Gal4-RORgamma UAS-luciferase reporter, 20 h; Potency, µM (highest dose often 53.6 µM), without a hit: at the highest dose activity change, negative = inhibition, most hits filed as inhibitors; actives 5.4% (n = 310,000); note: potency is the fitted concentration of half-maximal effect; % is set by controls: 0 for no effect and ±100 for the full control effect; nearly all actives have a fitted effect of over 60% in size
Target sequence (P51450 whole entry, looked up, the tested form may be a part): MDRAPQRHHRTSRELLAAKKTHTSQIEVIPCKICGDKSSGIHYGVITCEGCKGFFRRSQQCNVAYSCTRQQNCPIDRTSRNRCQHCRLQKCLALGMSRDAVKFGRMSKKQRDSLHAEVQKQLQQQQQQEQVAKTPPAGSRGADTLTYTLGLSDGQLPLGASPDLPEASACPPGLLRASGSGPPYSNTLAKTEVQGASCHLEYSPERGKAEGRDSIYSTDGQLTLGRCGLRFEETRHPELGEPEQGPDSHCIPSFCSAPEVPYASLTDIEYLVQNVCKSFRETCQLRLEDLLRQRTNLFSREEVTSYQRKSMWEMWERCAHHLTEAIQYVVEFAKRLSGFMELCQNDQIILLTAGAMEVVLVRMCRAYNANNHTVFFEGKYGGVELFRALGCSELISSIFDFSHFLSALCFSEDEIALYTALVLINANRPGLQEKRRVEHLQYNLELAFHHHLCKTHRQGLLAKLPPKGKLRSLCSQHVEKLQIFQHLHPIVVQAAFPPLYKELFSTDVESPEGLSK
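Drosophila Schneider cells stably carrying a metallothionein-driven Gal4 DBD–ROR gamma fusion and a UAS-Photinus luciferase reporter were exposed to compound for 1 hr, then induced with copper sulfate (700 uM final) for 20 hr at ambient temperature before luminescence reading.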
Starred values were filed as active, the others as inactive; ? = inconclusive; . = no result given; & = joins results of further samples; [ ] = dose if it differs, or a comment. Unless noted, calls come from the whole dose curve; as a rule, active = well fitted curve in the direction sought with a large enough effect; inconclusive = small, poorly fitted or top-dose-only effect, or another doubt; inactive = no such curve, though single readings can be large; an effect the other way counts as inactive or inconclusive.

SMILES	Giardia kill	NPC1 prom act	KCNH2 3.1 block	uPA generation	Rab9 prom act	FBPA coupling cs	FLuc modulator	Tb PFK inh	VP16 counter	ELG1 genotoxic	RORgamma inh
COc1ccccc1NCC(O)COc1ccc(C(C)(C)C)cc1 (stereo not given)	17	2%	-7	-1%	0%	0	?	2%	-14%	1%	28%
Cc1cccc(OCC(O)CN2CCN(C3CCCCC3)CC2)c1 (stereo not given)	2	1%	5	0%	-10%	2	-1%	-6%	-9%	1%	4%
COc1ccc(NC(=O)c2ccc(-n3nc(C)c[n+]3[O-])cc2)cc1	?	1%	20	7%	4%	1	3%[2.3 µM]	10%	-5%	6%	17%
COC(=O)CNC(=O)CN1C(=O)N(c2ccccc2)C(N(O)C(=O)Nc2ccccc2)C1(C)C (stereo not given)	7	-2%	1	-1%	8%	0	-1%	15%	-11%	2%	15%
NC1=NS(=O)(=O)NC1c1cccc(Cl)c1 (stereo not given)	7	-4%	6	-5%	-10%	2	0%	-4%	-1%	-1%	-8%
COCCSc1ccccc1C(=O)N1CCN(Cc2ccc3c(c2)OCO3)CC1	-10	4%	8	-5%	0%	3	2%	-3%	-1%	-10%	13%
CCOC(=O)Nc1ccc(S(=O)(=O)Nn2cnnc2)cc1	11	0%	-6	1%	2%	3	0%	5%	-10%	-3%	-7%
CN(c1cccc(NC(=O)Nc2cccc(Cl)c2)c1)S(C)(=O)=O	1	15%	-8	6%	-1%	0	17µM*	-8%	19%	0%	?
O=C1NC(=O)/C(=C\c2ccc(Oc3cnccn3)cc2)S1	-3	?	-3	-13%	2.8µM*	-2	13µM*	-4%	5%	?	2%
Cc1cccc(Nc2nc(N)nc(CN3CCN(Cc4ccc5c(c4)OCO5)CC3)n2)c1	-7	-3%	-110*	.	-1%	1	0%	0%	-1%	0%	-20%
O=C(NC1CCCCC1)c1ccc(CNc2nc(=S)[nH]c3ccccc23)cc1	-22	-6%	3	-5%	2%	0	-2%	-6%	2%	-3%	13µM*
O=C(NCC(c1cccs1)N1CCOCC1)c1cc(=O)[nH]c2ccccc12 (stereo not given)	-9	-2%	-10	-2%	-8%	.	4%	-8%	.	-1%	.
O=C(CCCN1C(=O)/C(=C\c2ccccc2)SC1=S)Nc1ccc(C(=O)O)cc1	12	-6%	8	1%	-4%	6	17µM*	-2%	-8%	-2%	-5%
O=C(c1ccc(Cl)c([N+](=O)[O-])c1)N(Cc1ccc(F)cc1)C1CCS(=O)(=O)C1 (stereo not given)	-11	-2%	-18	-12%	-4%	3	0%	-2%	7%	0%	11%
CC(=O)c1ccc(N2CCN(C(=O)C3CCN(S(=O)(=O)c4ccc(F)cc4)CC3)CC2)cc1	-24	-5%	9	-24%	-2%	.	2%	0%	.	1%	.
COc1cc(C(=O)Nc2c(C(=O)O)[nH]c3ccc(C)cc23)cc(OC)c1OC	-12	7%	7	?	3%	-1	?	-8%	2%	-1%	4%
Cc1cc(C(=O)NNC(=O)Cc2ccc(Cl)cc2)c(C)o1	-29	0%	9	0%	1%	.	2%	-12%	.	0%	.
Cc1cc(C)cc(NC(=O)N2CCC(C(=O)c3ccc(F)cc3)CC2)c1	-3	-8%	1	3%	-5%	-5	-16%	-1%	6%	-4%	28%
COc1ccc(S(=O)(=O)N(C)C[C@H]2Oc3ccc(NC(=O)C4CCCCC4)cc3C(=O)N([C@H](C)CO)C[C@@H]2C)cc1	2	.	20	10%	.	.	.	-1%	.	2%	.
COCCCNC(=O)Cn1c(=O)n(CC(=O)NCCc2ccc(OC)c(OC)c2)c(=O)c2sccc21	0	5%	15	-6%	-2%	1	-1%	-1%	6%	-1%	5%
C/C(N)=C(\C#N)C(=O)NCCc1ccccn1	6	-1%	-3	5%	-7%	7	3%	-8%	1%	-3%	5%
Cc1nn(-c2ccccc2)c2sc(C(=O)NNC(=O)COc3ccccc3)cc12	-19	1%	2	.	0%	9	-17%	2%	10µM*	8%	7.1µM*
Nc1ccc2nc[nH]c2c1	18	0%	3	0%	14%	-41*	-3%	2%	?	-1%	-36%
Cc1ccc(NC(=O)CCc2ccc(S(=O)(=O)NC3CCCCC3)cc2)cc1	3	-3%	8	-6%	-10%	1	0%	4%	-1%	-6%	?
CCn1c(SCc2cccc(C(F)(F)F)c2)nnc1-c1ccco1	-5	-1%	7	.	0%	0	-16%	-7%	-1%	-2%	9%
More results.
SMILES	Giardia kill	NPC1 prom act	KCNH2 3.1 block	uPA generation	Rab9 prom act	FBPA coupling cs	FLuc modulator	Tb PFK inh	VP16 counter	ELG1 genotoxic	RORgamma inh
COCCn1c(SCC(=O)N2CCCCC2)nc2c(c1=O)SC(C)C2 (stereo not given)	8	3%	-3	-17%	2%	0	-3%	3%	7%	3%	0%
Cc1ccc(C)c(S(=O)(=O)N2CCN(CC(=O)Nc3ccc([N+](=O)[O-])cc3)CC2)c1	-13	-6%	-22	1%	-8%	-1	1%	-5%	-2%	-8%	?
S=c1[nH]c(-c2ccccc2)cn1/N=C/c1ccccc1Br	11	29%	12	-3%	25%	-5	13µM*	-28%	?	-4%	1µM*
COc1ccccc1NS(=O)(=O)c1cccs1	-3	-5%	-1	-3%	0%	-15	0%	-2%	4%	-2%	4%
O=C(CN1C(=O)C2C3C=CC(C3)C2C1=O)N1CC=C(c2ccccc2)CC1 (stereo not given)	-4	-4%	-27	11%	-2%	2	-6%	2%	7%	-1%	22%
COc1ccc(-c2csc3ncn(Cc4ccccc4)c(=O)c23)cc1	-30	2%	-7	?	5%	0	-1%	3%	-5%	2%	40%
CNC(=O)c1nnsc1S(=O)(=O)c1ccc(Cl)cc1	-8	-42%[inhibitor]	7	-12%	-36%[inhibitor]	1	-13%	?	0.4µM*	3%	0.56µM*
CCN1CCN(C(c2ccc(OC)cc2)c2nnnn2Cc2ccc3c(c2)OCO3)CC1 (stereo not given)	12	-3%	15	-23%	-5%	3	-1%	1%	-2%	1%	-21%
Cc1ccc(-c2cc(-c3nnc(SCC(=O)NC(C)C(C)C)n3N)c3ccccc3n2)cc1 (stereo not given)	-11	0%	-1	.	0%	-3	8.5µM*	2%	0%	0%	8%
COc1ccc(S(=O)(=O)N2CCN(C(=S)NCC3CCCO3)CC2)cc1OC (stereo not given)	18	0%	18	1%	0%	-3	-2%	2%	17%	-1%	3%
c1ccc(-c2cn3nc4c(nc3n2)CCCC4)cc1	?	0.11µM*	.	-12%	0.13µM*	-11	0.3µM*	-6%	?	0.13µM*	5µM*
COc1ccc(Cl)cc1S(=O)(=O)Nc1ccc2c(c1)n(C)c(=O)n2C	6	-2%	0	-11%	-8%	-2	3%&4%	4%	-5%	?	4%
COc1ccccc1NC(=O)c1ccc2c(c1)C(=O)N(c1ccccc1OC)C2=O	-1	-1%	0	-2%	-5%	3	?	0%	?	6%	?
Cc1ccc(CN(C(=O)COc2ccc([N+](=O)[O-])cc2)C2CCS(=O)(=O)C2)o1 (stereo not given)	33[activator]	-1%	-1	-2%	-3%	.	0%	0%	0%	0%	22%
N#Cc1c2n(c(=O)[nH]c1=O)CCCCC2	3	0%	5	-1%	-4%	0	4%	0%	2%	2%	-26%
NC(=O)c1ccsc1NC(=O)COC(=O)Cc1ccccc1Cl	2	-2%	-8	?	-9%	.	?	3%	.	0%	.
COc1ccc(-c2nnn(CC(=O)N(CC(=O)NC3CCCC3)Cc3cccs3)n2)cc1OC	6	-2%	-6	.	-1%	1	-1%	6%	0%	0%	15%
C[C@@H]1CC[C@@]2(O[C@H](CCO)C[C@H](O)[C@H]2O)O1	-3	-1%	13	12%	-2%	-1	-4%	-1%	-11%	1%	-5%
Cc1ccc(C(=O)C(C)[n+]2cccc(C(N)=O)c2)cc1 (stereo not given)	4	-3%	0	1%	0%	1	-1%	4%	-3%	2%	19%
CC1(C)CC(=O)NC=C(c2ccccc2)C1	15	-2%	2	0%	5%	3	-1%	-1%	3%	-1%	-6%
CCOC(=O)CSc1nc2ccccc2c(=O)n1-c1ccc(C)cn1	4	1%	2	-2%	-2%	-2	0%	-1%	-20%	2%	1%
Cc1ccc(C(=O)c2oc3nc(C)cc(C)c3c2N)cc1	0	-1%	-2	.	-10%	-2	13µM*	1%	5%	2%	33%
